CHT block: inhibitors of human choline transporter CHT; High affinity choline transporter 1 (Homo sapiens), Q9GZV3; B-score at 10 µM; CHT-expressing cells, membrane potential dye, choline response; active compounds read low; hit rate 0.86% among 310,000;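 active means B-score over 3 SD under the library average, and starting fluorescence ratio not unusually high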;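 further: choline stimulus applied at its EC90 after an EC20 pre-addition; B-score computed on integrated fluorescence ratio after choline addition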
Target sequence (Q9GZV3 whole entry, looked up): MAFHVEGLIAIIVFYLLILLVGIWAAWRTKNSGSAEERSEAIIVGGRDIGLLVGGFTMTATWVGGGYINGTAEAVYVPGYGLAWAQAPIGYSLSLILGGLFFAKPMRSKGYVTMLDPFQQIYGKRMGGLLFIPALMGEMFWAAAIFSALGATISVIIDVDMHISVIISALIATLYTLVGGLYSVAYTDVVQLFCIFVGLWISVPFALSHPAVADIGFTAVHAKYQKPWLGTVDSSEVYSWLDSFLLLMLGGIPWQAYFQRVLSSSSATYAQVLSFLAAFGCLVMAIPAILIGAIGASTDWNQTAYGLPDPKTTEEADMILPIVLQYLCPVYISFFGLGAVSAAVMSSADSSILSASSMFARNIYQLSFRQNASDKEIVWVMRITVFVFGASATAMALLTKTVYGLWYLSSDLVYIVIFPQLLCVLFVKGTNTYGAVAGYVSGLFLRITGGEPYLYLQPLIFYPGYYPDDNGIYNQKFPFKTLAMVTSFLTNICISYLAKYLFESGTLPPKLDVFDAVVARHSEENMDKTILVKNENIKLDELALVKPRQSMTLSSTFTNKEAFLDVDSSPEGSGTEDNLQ
Kir21 block: inhibitors of mouse Kir2.1 inward-rectifier potassium channel; HEK293-Kir2.1, FluxOR thallium flux fluorescence; active compounds read low; AID 1672, 2009; B-score at 10 µM; Inward rectifier potassium channel 2 (Mus musculus), P35561; hit rate 0.85% among 310,000;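 active means fluorescence ratio B-score at or below minus 3 SD of library scores, with starting-brightness B-score within 2 SD, cut at about -4.2 in these data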;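 further: channel flux triggered by added potassium and thallium sulfate stimulus; B-score of peak minus minimum fluorescence over baseline after thallium stimulus; more negative B-score means stronger Kir2.1 block with less thallium influx; some compounds called inactive have numbers as strong as hits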
Target sequence (P35561 whole entry, looked up): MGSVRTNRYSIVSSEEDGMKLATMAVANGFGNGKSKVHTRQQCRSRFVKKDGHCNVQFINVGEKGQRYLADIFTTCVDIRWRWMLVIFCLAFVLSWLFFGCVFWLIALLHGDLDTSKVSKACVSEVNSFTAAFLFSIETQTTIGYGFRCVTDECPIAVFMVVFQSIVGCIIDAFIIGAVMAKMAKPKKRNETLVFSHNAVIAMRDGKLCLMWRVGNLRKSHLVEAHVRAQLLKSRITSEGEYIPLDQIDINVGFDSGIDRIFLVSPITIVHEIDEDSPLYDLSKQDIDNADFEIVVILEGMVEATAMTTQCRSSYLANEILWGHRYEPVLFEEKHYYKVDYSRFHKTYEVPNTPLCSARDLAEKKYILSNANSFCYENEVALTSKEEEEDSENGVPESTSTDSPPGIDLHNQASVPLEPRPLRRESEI
* = called active by the depositor. Rows are unselected, and some 1.6% of all compounds hit somewhere here.

`O=c1c2c(nc3cc(-c4ccccc4)[nH]n13)CCS2` gave CHT block inactive and Kir21 block 2.4.
`CC(NC(=O)c1cc(-c2ccccc2)on1)c1ccccc1` (stereo not given) gave CHT block inactive and Kir21 block -0.3.
`Cc1ccc(OCC(=O)N/N=C/c2ccco2)cc1` gave CHT block inactive and Kir21 block -0.21.
Screening CCCCc1nc2cc(C(=O)NC3CCOC(C)(C)C3)ccc2o1 (stereo not given) returned CHT block inactive and Kir21 block 0.6.
For Cc1nnc(NC(=O)CSc2ccc(-c3ccco3)nn2)s1 the results were CHT block inactive and Kir21 block -0.41.
`COc1ccccc1N1CCN(C(=O)c2ccc3c(c2)CCN3S(C)(=O)=O)CC1` gave CHT block inactive and Kir21 block 1.3.
O=C(CSc1nc2ccccc2c2c1CCCC2)N1CCOCC1 was read as CHT block inactive and Kir21 block -0.99.
Screening Cc1ccccc1NC(=O)Cc1nc(COC(=O)c2cccc(C)c2O)cs1 returned CHT block inactive and Kir21 block 0.12.
For O=C(/C=C/c1ccc2c(c1)OCO2)NCc1ccncc1 the results were CHT block inactive and Kir21 block -0.31.
For O=C(CN1C(=O)c2ccccc2C1=O)N1CCCCC1 the results were CHT block inactive and Kir21 block 0.62.
O=C(CCNC(=O)c1ccc(Br)cc1)NCCCSc1ccccc1 was read as CHT block inactive and Kir21 block 0.1.
For COc1ccc(C(=O)NCc2nnc(SCC(=O)N3CCCc4ccccc43)o2)cc1OC the results were CHT block inactive and Kir21 block 1.25.
For Cc1ccc(OC(=O)c2sc3ncn(C)c(=O)c3c2C)cc1 the results were CHT block inactive and Kir21 block 1.17.
`CCCCN(C(=O)c1ccc(S(=O)(=O)N(CC)CC)cc1)c1c(N)n(CCC)c(=O)[nH]c1=O` gave CHT block inactive and Kir21 block -0.08.
COc1ccc(OC)c(S(=O)(=O)Nc2cccc(-c3ccc4nncn4n3)c2)c1 was read as CHT block inactive and Kir21 block 0.43.
`CC1CC(C)(C)NC(=S)N1CCCC(=O)Nc1ccc(F)c(F)c1` (stereo not given) gave CHT block inactive and Kir21 block -0.74.
For Cc1ccc(NC(=O)CN(C)C(=O)COC(=O)CNS(=O)(=O)c2ccc(Br)cc2Cl)cc1 the results were CHT block -6.27* and Kir21 block -0.23.
CC(C)(C)CC(=O)Nc1ccccc1N1CCN(c2ccccc2)CC1 was read as CHT block inactive and Kir21 block 1.37.
Screening CCOC(=O)Cc1csc(NC(=O)Cn2c(=O)oc3ccccc32)n1 returned CHT block inactive and Kir21 block -1.57.
Screening O=C(Nc1ccc(NC(=O)c2sc3ccccc3c2Cl)cc1Cl)c1ccco1 returned CHT block inactive and Kir21 block -0.98.

Part of the list above in order of molar mass, highest first:
`CCCCN(C(=O)c1ccc(S(=O)(=O)N(CC)CC)cc1)c1c(N)n(CCC)c(=O)[nH]c1=O` gave CHT block inactive and Kir21 block -0.08.
For COc1ccc(C(=O)NCc2nnc(SCC(=O)N3CCCc4ccccc43)o2)cc1OC the results were CHT block inactive and Kir21 block 1.25.
`COc1ccccc1N1CCN(C(=O)c2ccc3c(c2)CCN3S(C)(=O)=O)CC1` gave CHT block inactive and Kir21 block 1.3.
COc1ccc(OC)c(S(=O)(=O)Nc2cccc(-c3ccc4nncn4n3)c2)c1 was read as CHT block inactive and Kir21 block 0.43.
Screening Cc1ccccc1NC(=O)Cc1nc(COC(=O)c2cccc(C)c2O)cs1 returned CHT block inactive and Kir21 block 0.12.
Screening CCOC(=O)Cc1csc(NC(=O)Cn2c(=O)oc3ccccc32)n1 returned CHT block inactive and Kir21 block -1.57.
For Cc1nnc(NC(=O)CSc2ccc(-c3ccco3)nn2)s1 the results were CHT block inactive and Kir21 block -0.41.
Screening CCCCc1nc2cc(C(=O)NC3CCOC(C)(C)C3)ccc2o1 (stereo not given) returned CHT block inactive and Kir21 block 0.6.
For O=C(/C=C/c1ccc2c(c1)OCO2)NCc1ccncc1 the results were CHT block inactive and Kir21 block -0.31.
`O=c1c2c(nc3cc(-c4ccccc4)[nH]n13)CCS2` gave CHT block inactive and Kir21 block 2.4.
`Cc1ccc(OCC(=O)N/N=C/c2ccco2)cc1` gave CHT block inactive and Kir21 block -0.21.

(listing goes on)
Screening CC1(C)CC(N2CCCC2)=CC(=[N+]2CCCCC2)C1 returned CHT block inactive and Kir21 block -2.75.
For COc1cccc(-c2noc(CCCC(=O)Nc3ccc(C(N)=O)cc3)n2)c1 the results were CHT block inactive and Kir21 block -0.88.
`COc1cc(/C=C2/C(=O)c3cccc([N+](=O)[O-])c3C2=O)c(Br)cc1O` gave CHT block -7.2*.
COc1ccccc1NC(=S)NCc1ccc2c(c1)cc(C)n2C was read as CHT block inactive and Kir21 block -1.61.
`CC(CC(=O)Nc1ccc(F)c([N+](=O)[O-])c1)c1ccccc1` (stereo not given) gave CHT block inactive and Kir21 block -0.49.
Screening O=C(Oc1cccc(Cl)c1)N1CCOCC1 returned CHT block inactive and Kir21 block 1.34.
`CCc1ccc2nc(N(CCCN(C)C)C(=O)c3ccc(S(=O)(=O)N4CCCC4)cc3)sc2c1` gave CHT block inactive and Kir21 block -0.6.
Cc1ccsc1C(=O)OCC(=O)N1CC(=O)Nc2ccccc21 was read as CHT block inactive and Kir21 block -0.04.
For COc1ccc(CN(C)S(=O)(=O)c2nnc(NC(=O)c3cccc(C)c3)s2)cc1OC the results were CHT block inactive and Kir21 block 1.05.
Screening CCn1c(C)[n+](CC(O)COCC2CC=CCC2)c2ccccc21 (stereo not given) returned CHT block inactive and Kir21 block 0.63.
`CN1CCc2c(sc3c2c(=O)n(-c2ccccc2)c2nnc(SCc4ccc(Cl)cc4)n32)C1` gave CHT block inactive and Kir21 block -0.01.
`COc1ccc(OCC(=O)NNc2c3ccccc3nc3ccccc23)cc1` gave CHT block inactive and Kir21 block 0.44.
Cc1c(S(=O)(=O)N2CCCCC2)c(=O)n(C)c(=O)n1C was read as CHT block inactive and Kir21 block -0.18.
`CCCOc1ccc(N2C(=O)CC(N(CCc3ccc(S(N)(=O)=O)cc3)C(C)=O)C2=O)cc1` (stereo not given) gave CHT block inactive and Kir21 block 0.34.
CSCCC(NS(=O)(=O)c1cccc(C(F)(F)F)c1)C(=O)Nc1ccccc1N1CCCC1 (stereo not given) was read as CHT block inactive and Kir21 block -0.09.
CCN1CCN(C(=O)C(=O)c2cn(CC(=O)N(CC)CC)c3ccccc23)CC1 was read as CHT block inactive and Kir21 block -0.09.
CC(C)CCn1c(=O)c2ccccc2n2c(CCC(=O)NCC3CCCO3)nnc12 (stereo not given) was read as CHT block inactive and Kir21 block -0.1.
CCC(C)[C@H](NC(=O)NCc1ccco1)C(=O)OC (stereo not given in full) was read as CHT block inactive and Kir21 block -1.07.
`O=C(NCC(=O)N1CCN(S(=O)(=O)/C=C/c2ccccc2)CC1)c1ccc(Cl)cc1` gave CHT block inactive and Kir21 block -0.78.
CCN(CC)C(=O)c1oc2ccc(S(=O)(=O)N3CC(C)CC(C)C3)cc2c1C (stereo not given) was read as CHT block inactive and Kir21 block -0.6.
`COc1cccc(NC(=S)N2CCc3cc(OC)c(OC)cc3C2)c1` gave CHT block inactive and Kir21 block -2.23.
For COc1ccc(NC(=O)CN(C)C(=O)c2ccccc2OCC(=O)Nc2cccc(C(F)(F)F)c2)cc1 the results were CHT block inactive and Kir21 block 0.74.
CNc1nc2c(-c3ccc(Cl)cc3)nnn2c2ccccc12 was read as CHT block inactive and Kir21 block -1.67.
For COc1ccc(S(=O)(=O)N2CCSC2c2ccc(OC)c(OC)c2)cc1 (stereo not given) the results were CHT block inactive and Kir21 block -3.96.
Cc1cc(C(=O)N2CCCC(C(=O)c3ccc(Cl)cc3C)C2)no1 (stereo not given) was read as CHT block inactive and Kir21 block 0.
CCOc1nc(NCCO)nc(Nc2ccc([N+](=O)[O-])cc2)n1 was read as CHT block inactive and Kir21 block 0.51.
For CCn1c(SCC(=O)Nc2cccc(NC(C)=O)c2)nnc1-c1ccco1 the results were CHT block inactive and Kir21 block -1.17.
Cc1nn(-c2ccccc2)c(N2CCCC2)c1/C=N/NC(=O)c1cc(-c2cccs2)nc2ccccc12 was read as CHT block inactive and Kir21 block -0.01.
Screening Cc1[nH]c2ccccc2c1C1(O)C(=O)N(Cc2ccc3c(c2)OCO3)c2ccccc21 (stereo not given) returned CHT block inactive and Kir21 block -0.44.
COc1ccc(C(=O)NCCCN=C2NS(=O)(=O)c3ccccc32)cc1 was read as CHT block inactive and Kir21 block 0.28.
CC1CC(C)CN(C(=O)CCS(=O)(=O)c2ccc3c(c2)NC(=O)CS3)C1 (stereo not given) was read as CHT block inactive and Kir21 block 0.
O=C(O)c1ccccc1SCc1nc2ccccn2c1Br was read as CHT block inactive and Kir21 block -1.19.
For Cc1cc(C)cc(NC(=O)C2CCN(c3nccs3)CC2)c1 the results were CHT block inactive and Kir21 block 0.36.
`COCCNC(=O)C1CC2Cn3c(nc4ccccc43)C2N1C` (stereo not given) gave CHT block inactive and Kir21 block 0.41.
CCc1cc(=O)oc2cc(C)c(CN3CCCC3)c(O)c12 was read as CHT block inactive and Kir21 block 1.2.
O=C(NCCC1=CCCCC1)c1ccc(Cl)c(S(=O)(=O)N2CCOCC2)c1 was read as CHT block inactive and Kir21 block -0.05.
`O=C(NC1CC2CCCC(C1)N2Cc1cccs1)N1CCOCC1` (stereo not given) gave CHT block inactive and Kir21 block 0.82.
Screening Nc1nc(NCCCN2CCOCC2)nc(Nc2cccc(F)c2)c1[N+](=O)[O-] returned CHT block inactive and Kir21 block 0.5.
CCn1c(CNC(=O)c2ccco2)nnc1SCC(=O)c1ccc(F)cc1 was read as CHT block inactive and Kir21 block 0.83.
COc1cc(CNc2ccc3[nH]c(=O)[nH]c3c2)ccc1OCc1ccccc1 was read as CHT block inactive and Kir21 block -0.47.
O=C(NCCC(=O)N1CCN(C(=O)c2ccco2)CC1)c1ccc(Br)cc1 was read as CHT block inactive and Kir21 block 0.09.
For CCOc1ccccc1NC(=O)C12CC3CC(C1)CC(c1ccc(C)cc1)(C3)C2 the results were CHT block inactive and Kir21 block 3.96.
For CC(=O)Nc1cccc(C(=O)OCC(=O)NC(=O)Cc2ccccc2)c1 the results were CHT block inactive and Kir21 block 0.02.
For O=C(NC1CCCc2ccccc21)C1CCN(S(=O)(=O)N2CCCCCC2)CC1 (stereo not given) the results were CHT block inactive and Kir21 block 1.03.
CC1=CC(C)(C)N(C(=O)CSc2ncn[nH]2)c2ccc(C)cc21 was read as CHT block inactive and Kir21 block -2.66.
For CC(C)CC(O)(c1ccccc1)C(CN1CCOCC1)c1ccccc1 (stereo not given) the results were CHT block inactive and Kir21 block 0.93.
Screening COc1ccc(C)cc1N(C(=O)c1ccc(C#N)cc1)C1=NC(C)(C)CS1 returned CHT block inactive and Kir21 block 0.66.
For C=CCc1ccc(O)c(-c2cc(CC=C)ccc2O)c1 the results were CHT block -9.85* and Kir21 block -4.11.
`O=C1NCCN1c1ccc(CN2CCN(C3CCCCC3)C(CCO)C2)cc1` (stereo not given) gave CHT block inactive and Kir21 block -0.11.
Screening CN(C)C(C)(C)C#CC(O)(c1ccccc1)c1ccccc1 returned CHT block inactive and Kir21 block -1.42.
For Cc1cccc(NC(=O)COC(=O)c2ccccc2SCC(=O)N2CCCC2)c1 the results were CHT block inactive and Kir21 block 0.26.
`CCc1cc2c(COC(=O)c3cccc(S(C)(=O)=O)c3)cc(=O)oc2cc1O` gave CHT block inactive and Kir21 block 2.29.
O=P(O)(O)c1ccccc1OCCOCCOc1ccccc1P(=O)(O)O was read as CHT block inactive.
For Fc1ccccc1C1c2[nH]c3ccccc3c2CCN1Cc1ccoc1 (stereo not given) the results were CHT block inactive and Kir21 block -1.62.
`Cc1ccc(OCCn2cc(C#N)c3ccccc32)cc1` gave CHT block inactive and Kir21 block 1.05.
O=C(c1ccc(F)cc1)N(Cc1cccs1)C1CCS(=O)(=O)C1 (stereo not given) was read as CHT block inactive and Kir21 block 1.11.
For CCN1CCN(C(=O)CN(c2ccc(C)cc2)S(C)(=O)=O)CC1 the results were CHT block inactive and Kir21 block 1.78.
Screening CN(c1ccccc1)S(=O)(=O)c1ccc(NC(=S)NC(=O)c2ccccc2)cc1 returned CHT block inactive and Kir21 block 1.2.
For CSc1nc2ccccc2cc1/C=C(\C#N)c1cccc(C)c1 the results were CHT block inactive and Kir21 block 1.84.
Screening CCOC(=O)c1ccc(CNCc2ccc(Br)cc2)cc1 returned CHT block inactive and Kir21 block -0.82.
COc1ccc(NC(=O)C2CCN(S(=O)(=O)c3ccc4[nH]c(=O)oc4c3)CC2)c(OC)c1 was read as CHT block inactive and Kir21 block -0.09.
Screening CC1CN(C(=O)c2ccccc2Nc2ccc(SC(F)F)cc2)CC(C)O1 (stereo not given) returned CHT block inactive and Kir21 block -1.39.
CCN1CCN(S(=O)(=O)c2ccc(Cl)c(C(=O)Nc3ccccc3N3CCCC3)c2)CC1 was read as CHT block inactive and Kir21 block -0.52.
`Cc1cccc(N(CC(=O)NCCSc2ccccn2)S(=O)(=O)c2ccccc2)c1` gave CHT block inactive and Kir21 block -1.24.
O=C(CNc1cccc(F)c1)N1CCc2ccccc2C1 was read as CHT block inactive and Kir21 block -0.7.
CCS(=O)(=O)c1ccc2oc(SCC(=O)N3CCCCC3)nc2c1 was read as CHT block inactive and Kir21 block -0.01.
Screening C/C(CC(=O)Nc1ccc(F)cc1)=N\NC(=O)COc1ccccc1 returned CHT block inactive and Kir21 block -2.13.
`CN1CCC(N(C)S(=O)(=O)c2ccc(NC(=O)COc3ccc(F)cc3Cl)cc2)CC1` gave CHT block inactive and Kir21 block -0.11.
CN(C)c1cccc2c1C(=O)c1ccccc1C2=O was read as CHT block inactive and Kir21 block 0.73.
`CCc1c(C)nc(SCC(=O)NC2CCCC2)[nH]c1=O` gave CHT block inactive and Kir21 block -0.23.

Bioassay records from PubChem BioAssay.
